UPR CHOP act: activators of apoptotic CHOP UPR arm, primary screen, cell-based, CHO-CHOP luciferase reporter, luminescence, uHTS; actives 0.34% (n = 330,000); UPR activation; percent of tunicamycin response over DMSO baseline; activation, % at 10 µM;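 active = at 10 µM dose, activation of 40% or more, normalized to positive control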;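 also: 100% = tunicamycin at 10 µg/mL and 0% = DMSO alone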
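assay system = CHO CHOP reporter cells | amount = 500 CHO-CHOP cells per well | buffer or medium = F12 with 10% FBS | incubation = 16-18 h cell attachment, then 6 h compound exposure, 37 °C | detection = luminescence read with Steady-Glo | read-out = percent activation relative to tunicamycin control | controls = tunicamycin high control, DMSO low control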
APJ antagonist: antagonists of human apelin receptor APJ, primary screen, CHO-K1 cells, beta-arrestin complementation, luminescence | P35414 | inhibition, % at 20 µM | actives 0.32% (n = 330,000) | AID 2521, 2010;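 active = inhibition above about 40% at 20 µM, limit read from the data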;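 also: cells challenged with 10 nM apelin-13 agonist together with compound; plate controls were apelin-13 plus DMSO wells for no effect and DMSO wells lacking apelin-13 for full effect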
Target sequence (P35414 whole entry, looked up): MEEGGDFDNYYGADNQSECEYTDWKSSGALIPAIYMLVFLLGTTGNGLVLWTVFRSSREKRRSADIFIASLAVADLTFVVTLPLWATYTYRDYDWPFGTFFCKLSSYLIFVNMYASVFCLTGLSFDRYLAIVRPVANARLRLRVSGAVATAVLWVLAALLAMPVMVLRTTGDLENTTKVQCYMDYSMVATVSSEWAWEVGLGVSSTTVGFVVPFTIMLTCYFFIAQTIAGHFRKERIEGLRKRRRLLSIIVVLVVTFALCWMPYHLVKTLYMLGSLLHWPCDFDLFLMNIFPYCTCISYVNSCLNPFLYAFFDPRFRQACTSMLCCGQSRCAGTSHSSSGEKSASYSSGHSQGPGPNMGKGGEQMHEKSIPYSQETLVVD
Jurkat NFkB inh: inhibitors of induced NF-kB luciferase reporter, primary screen, TCR NF-kB activation inhibitor project, cell-based, luminescence, uHTS | Jurkat, PMA/ionomycin-induced NF-kB luciferase reporter | AID 435003, 2010 | actives 0.53% (n = 330,000) | inhibition, % at 4 µM; in the data active = inhibition above about 50%
UPR XBP1 act: activators of adaptive XBP1 UPR arm, primary screen, cell-based, CHO-XBP1 luciferase reporter, luminescence, uHTS. actives 0.33% (n = 330,000). activation, % at 20 µM. IRE1-XBP1 UPR activation; percent of tunicamycin response, DMSO as zero;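 active = versus positive control, 20 µM dose yields 30% or more activation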;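 also: 100% = tunicamycin at 10 µg/mL and 0% = DMSO only wells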
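Assay system: CHO-XBP1 luciferase reporter cells; Schedule: 6 h treatment, 37 °C; Detection: glow luminescence from Steady-Glo reagent; Benchmarks: high control tunicamycin 10 µg/mL final, low control DMSO vehicle only.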
Mdm2 MdmX PPI: inhibitors of human Mdm2-MdmX association, primary screen, cell-based, luminescence, split luciferase, SaOS-2, uHTS; inhibition, % at 8 µM; AID 485346, 2010; actives 3% (n = 330,000); Protein Mdm4 (Homo sapiens) + E3 ubiquitin-protein ligase Mdm2 (Homo sapiens), …; SaOS-2 split-luciferase Mdm2/MdmX complementation;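 active = inhibition of at least 50% at 8 µM in the primary screen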
APJ ag: agonists of human apelin receptor APJ, primary screen, CHO-K1 cells, PathHunter beta-arrestin, luminescence; P35414; 0% DMSO wells, 100% apelin; activation, % at 20 µM; actives 0.11% (n = 330,000); AID 2520, 2010;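 active = activation more than six SD over the plate average, tested at 20 µM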;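 also: 0% = DMSO alone and 100% = apelin-13 at 10 nM; some results filed as inactive read as strong as hits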
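Test system: CHO-K1 APJ beta-arrestin complementation cell line | Compound: Single test compound dose, 20 µM final, 1% DMSO | Incubation: Compound 90 min 25 °C, reagent 1 h | Measured by: beta-gal luminescence | Read-out basis: APJ–arrestin association signal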
697 NFkB inh: inhibitors of PMA/ionomycin-induced NF-kB reporter, 697 cells, primary screen, B-cell NF-kB inhibitor project, cell-based, luminescence, uHTS; 697 B-cell NF-kB luciferase reporter, 16 h; inhibition, % at 4 µM; actives 0.33% (n = 330,000); in the data active = inhibition above about 35%
tim23-1 inh: growth inhibitors of tim23-1 mutant yeast, primary screen, luminescence, uHTS; S. cerevisiae tim23-1 growth, BacTiter-Glo luminescence, 24 h; inhibition, % at 20 µM; actives 1.3% (n = 330,000);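 active = growth inhibition of the mutant yeast at or above 50%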;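 also: temperature-sensitive mutant grown at 25 °C; plate controls were DMSO-treated mutant yeast for no effect and medium wells lacking yeast for full effect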
* hit, by the source's call. Rows are unselected; overall some 5% were active at least once.

SMILES | UPR CHOP act | APJ antagonist | Jurkat NFkB inh | UPR XBP1 act | Mdm2 MdmX PPI | APJ ag | 697 NFkB inh | tim23-1 inh
CC(C)(C)c1ccc(OCCC(=O)Nc2cccc(S(=O)(=O)N3CCCCC3)c2)cc1 | -0.1 | 12.2 | -5.5 | -1.2 | 9.9 | 0.2 | -10.1 | 12.7
Cc1ccc(Nc2cc(C)nc3ncnn23)c(Cl)c1 | -0.1 | -0.7 | -4.3 | 2.6 | 28.5 | -4.0 | 3.9 | 23.0
COc1ccccc1C(=O)NCCC(=O)NC1CCCCC1C (stereo not drawn) | -0.2 | -44.6 | 9.2 | 0.0 | -9.6 | -4.5 | -2.1 | -13.6
Cn1cc(CN2CCCC(C(=O)Nc3ccc(-c4cccc(F)c4)cc3)C2)cn1 (stereo not drawn) | 2.7 | 2.6 | 20.4 | 1.0 | 37.4 | -1.0 | 4.3 | 17.6
O=S(=O)(NC1CC1)c1ccc(Cl)cc1 | -0.1 | 10.2 | -10.8 | 4.5 | 0.7 | 0.1 | 6.6 | 9.3
Cc1[nH]c2ccccc2c1/C=N/NC(=O)c1ccccc1 | 0.8 | 4.3 | -11.3 | 9.5 | 16.1 | -3.8 | 17.3 | 23.9
Cc1cccc(NC(=O)C2CC(=O)N(c3ccccc3)C2)c1C (stereo not drawn) | 0.3 | -1.9 | -13.5 | 0.0 | -7.3 | -2.6 | 13.6 | -10.2
CSc1ccc(S(=O)(=O)NCC(=O)OCC(=O)N(Cc2ccccc2)C(C)C)cc1[N+](=O)[O-] | -1.0 | -30.4 | 4.3 | -3.8 | -0.4 | 4.2 | -9.7 | -3.0
CC(C)(C)c1ccc(S(=O)(=O)N2CCCCC2)cc1 | -0.5 | -11.3 | -1.0 | -1.8 | 9.2 | -0.9 | -4.3 | 37.9
CN1CCN(c2cc3c(cc2F)c(=O)c(C(=O)O)cn3CCF)CC1 | 2.6 | 2.9 | 4.1 | -2.4 | 12.6 | -1.4 | 29.5 | -0.9
Cc1cccc2cc(C(c3nnnn3Cc3ccccc3)N3CCCc4ccccc43)c(=O)[nH]c12 (stereo not drawn) | 10.6 | -13.2 | -4.4 | 75.8* | 87.6* | -1.9 | -1.4 | -8.5
CC(=O)N1CCCC(C(=O)c2ccc3c4c(cccc24)CC3)C1 (stereo not drawn) | -0.5 | -14.0 | 3.6 | -3.1 | -23.0 | -0.7 | -3.4 | 13.4
CNC[C@H]1Oc2ccc(NC(=O)Nc3ccccc3)cc2CC(=O)N([C@H](C)CO)C[C@H]1C | 0.8 | 10.9 | 2.2 | 0.5 | -10.6 | 2.1 | -5.6 | -3.0
COc1ccc(S(=O)(=O)Cc2ccc(C(=O)N3CCN(c4cc(C)ccc4C)CC3)o2)cc1 | 1.1 | -18.0 | 4.4 | -7.4 | 14.6 | -5.6 | 2.3 | 28.9
COC(=O)/C=C1/S/C(=N/NC(=O)c2ccccc2OC)NC1=O | -0.4 | -5.8 | 11.5 | -2.0 | 26.3 | -3.9 | 21.5 | 8.7
O=Cc1c(Cl)nc2ccccn12 | -1.3 | -6.0 | -11.2 | 0.3 | 20.5 | -2.7 | -0.4 | 0.3
COC(=O)COc1ccc(/C=N/NC(=O)c2ccc(N(Cc3ccccc3)S(C)(=O)=O)cc2)cc1 | -0.8 | -5.9 | 2.0 | -2.9 | 61.2* | 3.7 | -24.7 | -13.7
CN/C(=C\[N+](=O)[O-])NCCSCc1csc(CN(C)C)n1 | -0.7 | -8.2 | 6.9 | -3.9 | 10.3 | -4.0 | 13.8 | -12.8
CCN(C(=O)c1cc2cccc(OC)c2oc1=O)C1CCCCC1 | -1.8 | -1.9 | 27.0 | -0.4 | 21.1 | -5.3 | 5.6 | 23.6
Cc1ccc(CC(=O)N2CCOCC2)cc1 | -0.8 | 9.3 | 8.8 | -2.4 | 1.8 | -2.4 | 11.6 | -0.4
O=C(NC(Cc1c[nH]c2ccccc12)C(=O)N/N=C/c1cccnc1)c1cccs1 (stereo not drawn) | -1.3 | 0.2 | -20.1 | -1.8 | 27.2 | -0.9 | -62.5 | 13.4
COC(=O)CNC(=O)c1ccc(=O)oc1 | -0.2 | 11.6 | 4.8 | -4.8 | 8.7 | 3.2 | -0.8 | 9.8
COc1ccc(N(CC(=O)N/N=C/c2ccc(F)cc2)S(=O)(=O)c2ccccc2)cc1 | -1.2 | 14.0 | 1.7 | -2.0 | -14.8 | -3.1 | 3.1 | 4.8
O=C(NCc1ccco1)c1cc(Cl)nc(Cl)c1 | -0.6 | -2.8 | 14.1 | 7.3 | -16.8 | -1.2 | -16.9 | 9.0

Ordered by value in Mdm2 MdmX PPI (lowest first): 4 of the compounds above.
SMILES	Mdm2 MdmX PPI
COC(=O)CNC(=O)c1ccc(=O)oc1	8.7
CN/C(=C\[N+](=O)[O-])NCCSCc1csc(CN(C)C)n1	10.3
O=Cc1c(Cl)nc2ccccn12	20.5
Cn1cc(CN2CCCC(C(=O)Nc3ccc(-c4cccc(F)c4)cc3)C2)cn1 (stereo not drawn)	37.4

2 entries from above, tab-delimited.
canonical_smiles	UPR CHOP act	APJ antagonist	Jurkat NFkB inh	UPR XBP1 act	Mdm2 MdmX PPI	APJ ag	697 NFkB inh	tim23-1 inh
O=Cc1c(Cl)nc2ccccn12	-1.3	-6.0	-11.2	0.3	20.5	-2.7	-0.4	0.3
COC(=O)COc1ccc(/C=N/NC(=O)c2ccc(N(Cc3ccccc3)S(C)(=O)=O)cc2)cc1	-0.8	-5.9	2.0	-2.9	61.2*	3.7	-24.7	-13.7

(continued)
SMILES | UPR CHOP act | APJ antagonist | Jurkat NFkB inh | UPR XBP1 act | Mdm2 MdmX PPI | APJ ag | 697 NFkB inh | tim23-1 inh
Cc1ccc(CN(CC(=O)NCCc2ccccc2)C(=O)c2csnn2)cc1 | 0.9 | 3.3 | 17.5 | -1.3 | 25.4 | -3.3 | 7.8 | 21.3
CN(C)C(=O)Nc1ccccc1CC[N+](=O)[O-] | -1.8 | 9.8 | -18.4 | -4.2 | 15.9 | -1.6 | 25.3 | 0.3
COc1ccccc1C(=O)COC(=O)CNS(=O)(=O)c1ccc(C)cc1 | -0.8 | -22.2 | -3.1 | 0.1 | 22.7 | -1.4 | -4.1 | 22.7
O=C(c1cc([N+](=O)[O-])ccc1Cl)N1CCN(Cc2ccccc2)CC1 | 4.4 | -7.6 | -4.4 | -1.0 | 11.9 | -0.4 | -6.7 | -6.8
O=C(CN1CCN(Cc2cccc(Cl)c2)C1=O)NCC1CCCO1 (stereo not drawn) | -0.9 | -18.6 | -6.8 | -1.4 | -19.9 | -1.3 | 0.6 | -0.8
NC(=O)NNC1=Nc2cccc3cccc1c23 | -0.1 | 0.0 | -0.4 | -3.0 | 18.4 | 0.3 | 5.3 | 2.5
O=C(NCCc1c[nH]c2ccccc12)c1ccc([N+](=O)[O-])cc1 | 3.2 | -11.5 | -33.1 | -3.4 | -5.1 | 2.1 | -27.4 | -9.2
COc1ccccc1/C=C(\C#N)C(=O)Nc1ccc(S(N)(=O)=O)cc1 | 0.4 | -8.0 | 19.6 | -2.1 | -4.7 | 2.2 | 3.2 | 1.0
COc1ccc(C2CC(C(F)(F)F)n3ncc(C(=O)Nc4c(C)n(C)n(-c5ccccc5)c4=O)c3N2)cc1 (stereo not drawn) | -0.6 | -5.1 | -8.5 | 2.8 | -3.7 | -1.6 | -15.8 | 6.0
Cc1ccc(C(=O)N2CCC3(CC2)NCCc2[nH]cnc23)cc1 | 3.0 | 6.6 | 0.6 | -2.8 | -0.6 | -1.3 | 7.4 | -0.6
Cc1ccc(C(CNC(=O)Nc2ccccc2)N2CCN(C)CC2)cc1 (stereo not drawn) | 0.0 | 17.4 | -5.5 | -1.1 | -3.1 | 2.7 | -1.2 | 16.6
CCNc1nc(NC(C)C)nc(N(C#N)CC(=O)OC)n1 | 0.2 | -18.0 | -6.8 | 1.8 | -8.6 | -1.9 | 1.5 | 27.8
O=C(NCc1ccco1)C1CN(S(=O)(=O)c2ccccc2)CCN1S(=O)(=O)c1ccccc1 (stereo not drawn) | 0.6 | -0.1 | 3.2 | -3.2 | 19.7 | -2.8 | 2.5 | 14.2
CC(C)CC(=O)Nc1cccc2c1C(=O)N(c1ccccc1)C2=O | -0.5 | 1.1 | 3.3 | -0.8 | 9.4 | -2.9 | 5.9 | 42.8
C=CC[C@@H](CC(=O)N[C@H](CO)Cc1ccccc1)C(=O)NC[C@@H](OC(=O)[C@@H](CC=C)Cc1ccc(F)cc1)c1ccccc1 | 1.1 | 3.2 | 2.0 | -3.6 | -9.5 | 0.7 | -16.5 | 21.9
Cn1c(N)c(C(=O)COC(=O)/C=C/c2cccc(C(F)(F)F)c2)c(=O)n(C)c1=O | -2.5 | -1.5 | 8.6 | -2.2 | 21.9 | -4.6 | 8.8 | 27.1
O=S(=O)(Nc1cccc(S(=O)(=O)N2CCCCC2)c1)c1ccc(Cl)s1 | -1.6 | 12.6 | 1.4 | 8.6 | 2.5 | -3.2 | 8.4 | 16.1
Cc1ccc(S(=O)(=O)N2CCC(C(=O)OCC(=O)NC(C)c3ccc(F)cc3)CC2)cc1C (stereo not drawn) | -1.8 | 7.7 | 9.4 | -0.8 | 0.6 | -3.4 | 11.5 | 18.7
Cc1ccc2c(CN3CCN(S(=O)(=O)c4ccc(Cl)cc4)CC3)cc(=O)oc2c1C | -1.7 | 1.0 | 1.0 | -0.9 | 25.2 | -5.0 | 3.4 | 19.8
COc1ccc(OCCOc2ccc(S(=O)(=O)N3CCCC3)cc2C(N)=O)cc1 | -0.4 | -20.0 | 4.4 | 0.3 | -24.9 | 1.5 | 5.0 | 20.1
COc1ccc(C)cc1S(=O)(=O)N(CC(=O)N1CCCC1)c1ccccc1 | -1.9 | 11.1 | 18.2 | -1.3 | 6.1 | -2.1 | 15.4 | 12.9
COc1ccc(NC(=O)NCCCCc2ccccc2)cc1 | 0.1 | -15.8 | -3.4 | -1.5 | 3.0 | 1.6 | -14.1 | 18.0
CS(=O)(=O)N1CCN(c2ccccc2NC(=O)c2cccc3ccccc23)CC1 | -1.1 | 5.5 | -6.2 | -1.0 | -42.3 | 6.1 | 1.8 | 21.2
Cc1c(C(=N)C(C#N)C#N)c(=N)oc2c1ccc1ccccc12 | 0.1 | -0.2 | -37.8 | -2.7 | 14.1 | -0.9 | -6.2 | 20.5
CCS(=O)(=O)N1Cc2ccccc2CC1C(=O)Nc1nnc(SCc2ccc(C#N)cc2)s1 (stereo not drawn) | 0.8 | 19.0 | -4.3 | -0.3 | 27.9 | 0.4 | 0.9 | 12.7
CC(C)NC(=O)c1nc2c(nnn2Cc2cccc(Cl)c2)c(=O)[nH]1 | 0.3 | 21.3 | 0.6 | -5.5 | 12.6 | -4.2 | -17.0 | -9.1
O=C(Cc1ccccc1)c1c[nH]c(C(=O)NCc2ccncc2)c1 | -0.4 | 2.1 | 1.3 | -0.3 | 5.5 | -1.6 | -6.2 | 8.1

Compound activity deposited in PubChem by Sanford-Burnham Center for Chemical Genomics.
